RAM network inh: inhibitors of the yeast RAM network, primary screen, dse1pr::URA3 reporter, 5-FOA selection; S. cerevisiae dse1pr::URA3 reporter, 5-FOA growth OD615, 2 d; analog-sensitive cbk1-as2 kinase mutant strain; inhibition, % at 50 µM; actives 1.8% (n = 190,000);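 active = inhibition above a set limit, 3 SD over mean compound inhibition, cut at about 8.4% in these data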;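 also: 0% = DMSO-only wells with no growth and 100% = 10 µM 1-NA-PP1 full growth; inhibition rescues growth on 5-FOA so higher OD means more RAM inhibition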
Efa HMGR inh: inhibitors of E. faecalis class II HMGR, primary screen, biochemical, Enterococcus faecalis; HMG-CoA reductase (Enterococcus faecalis, mvaE); purified E. faecalis HMGR, NADPH absorbance 340 nm kinetic; inhibition, % at 10 µM; actives 0.41% (n = 190,000);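 active = inhibition above a set limit, the median over all tested compounds plus 3 SD, cut at about 9.5% in these data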;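 also: enzyme runs in reverse so mevalonate oxidation gives rising NADPH absorbance; 0% = complete reaction with DMSO and 100% = background rate lacking mevalonate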
PMI act satM6P: human PMI activators, high substrate, primary screen, biochemical, fluorescence intensity, near-saturating mannose 6-phosphate; Mannose-6-phosphate isomerase (Homo sapiens), P34949; coupled PMI enzyme assay, resazurin fluorescence, 20 min; active compounds read high; 1 = untreated enzyme, 0 = substrate-free blank; actives 0.34% (n = 190,000); activation factor at 20 µM; AID 1216, 2008;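 active = activation factor of 2 or more at 20 µM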
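Test system: human phosphomannose isomerase with PGI, G6PDH, diaphorase coupling enzymes; amount: 15 ng/mL PMI; incubation: enzyme reaction with compound 20 min at room temperature; technique: resorufin fluorescence (Ex 544/Em 590 nm) from resazurin via diaphorase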
TNAP inh hi DEA: human TNAP enzyme inhibitors, primary screen, biochemical, luminescent, high phosphate acceptor level, uHTS; AID 1135, 2008; purified TNAP, CDP-star luminescence, 1 M DEA; Alkaline phosphatase, tissue-nonspecific isozyme (Homo sapiens), P05186; inhibition, % at 20 µM; actives 0.03% (n = 200,000);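 active = over 50% inhibition of tissue-nonspecific alkaline phosphatase at 20 µM in the single-dose screen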;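 also: plate controls were DMSO wells for no effect and EDTA-quenched wells as full inhibition for full effect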
Target sequence (P05186 whole entry, looked up): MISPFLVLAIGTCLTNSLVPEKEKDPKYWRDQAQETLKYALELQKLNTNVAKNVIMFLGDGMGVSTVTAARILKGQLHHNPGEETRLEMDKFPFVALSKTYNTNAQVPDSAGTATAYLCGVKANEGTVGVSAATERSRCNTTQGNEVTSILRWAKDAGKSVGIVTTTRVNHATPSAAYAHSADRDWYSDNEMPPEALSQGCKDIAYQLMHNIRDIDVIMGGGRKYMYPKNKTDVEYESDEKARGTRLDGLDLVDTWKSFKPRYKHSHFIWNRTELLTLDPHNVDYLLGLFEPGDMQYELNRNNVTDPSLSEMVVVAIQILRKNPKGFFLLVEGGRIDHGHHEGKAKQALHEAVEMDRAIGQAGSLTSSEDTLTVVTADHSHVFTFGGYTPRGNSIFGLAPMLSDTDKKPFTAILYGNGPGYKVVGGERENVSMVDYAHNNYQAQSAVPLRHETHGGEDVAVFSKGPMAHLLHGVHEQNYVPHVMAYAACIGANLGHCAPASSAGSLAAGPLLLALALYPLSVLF
PMI activator: activators of human PMI, primary screen, biochemical, fluorescence intensity, near-Km mannose 6-phosphate; Mannose-6-phosphate isomerase (Homo sapiens), P34949; purified human PMI, coupled resazurin fluorescence, 20 min; active compounds read high; 1 = vehicle control, 0 substrate-free wells; activation factor at 20 µM; actives 0.005% (n = 190,000); AID 1214, 2008;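 active = activation factor of 2 or more at 20 µM, relative to plate controls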
Redox H2O2 prof: compounds producing H2O2 with reducing agent – biochemical, NIH compound library profiling, artefact control for MLSCN library redox annotation, primary screen; actives 0.03% (n = 200,000); AID 878, 2007; activation, % at 10 µM; DTT-dependent redox cycling H2O2, phenol red/HRP absorbance; 100% = 100 µM peroxide control, 0% = buffer;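 active = activation of at least 50% relative to the plate's high and low controls in the primary single-dose screen; inactive = activation below 50%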;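 also: compound incubated with DTT at 0.8 mM final as the reducing agent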
S1P3 antagonist: S1P3 receptor antagonists, primary screen, cell-based; CHO S1P3 NFAT-BLA reporter, FRET fluorescence, antagonist mode; Sphingosine 1-phosphate receptor 3 (Homo sapiens), Q99500; AID 485, 2006; inhibition, % at 4.98 µM; actives 0.27% (n = 170,000);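 active = inhibition above the plate cutoff, the mean inhibition of test wells on that plate plus 3 SD, cut at about 28% in these data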;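 also: cells challenged with S1P at its EC80 of 0.8 µM; blue over green emission ratio from cleaved BLA substrate after 4 h stimulation; 0% = S1P-stimulated wells and 100% = unstimulated DMSO-only wells; some compounds past the cut are filed as inactive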
Target sequence (Q99500 whole entry, looked up): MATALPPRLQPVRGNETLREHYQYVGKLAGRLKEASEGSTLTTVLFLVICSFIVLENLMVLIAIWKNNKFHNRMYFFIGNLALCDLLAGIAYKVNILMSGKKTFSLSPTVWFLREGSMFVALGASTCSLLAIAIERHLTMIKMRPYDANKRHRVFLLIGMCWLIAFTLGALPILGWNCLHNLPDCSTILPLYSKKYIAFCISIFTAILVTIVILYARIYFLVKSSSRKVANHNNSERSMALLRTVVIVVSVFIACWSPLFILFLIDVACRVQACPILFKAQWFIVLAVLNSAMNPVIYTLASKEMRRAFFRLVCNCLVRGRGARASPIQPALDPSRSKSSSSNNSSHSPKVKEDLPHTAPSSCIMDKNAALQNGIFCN
TNAP inh no acc: human TNAP enzyme inhibitors, primary screen, biochemical, luminescent, no phosphate acceptor, uHTS | purified TNAP, CDP-star luminescence, 30 min | inhibition, % at 20 µM | actives 0.26% (n = 200,000);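 active = tissue-nonspecific alkaline phosphatase inhibition above about 50% at 20 µM in the single-dose screen, limit read from the data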;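 also: 0% = DMSO negative control and 100% = EDTA positive control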
Hsp70 activator: Hsp70 transcriptional activators, primary screen, cell-based, HeLa, Hsp70 promoter luciferase, luminescence, 10 µM | HeLa Hsp70 promoter luciferase reporter; scaled: vehicle 0, proteasome-inhibitor control 100% | actives 0.04% (n = 200,000) | activation, % at 10 µM;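 active = activation above the mean across all tested compounds plus 3 SD, cutoff set per campaign, cut at about 5.5% in these data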;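 also: 100% = MG132 at 30 µM as the positive control and 0% = DMSO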
Lmaj promast: Leishmania major promastigote growth inhibition, primary screen | inhibition, % at 10 µM | actives 9% (n = 200,000) | Leishmania major promastigotes, resazurin fluorescence viability; in the data active = inhibition above about 50%;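 also: promastigotes grown with compound for 44 hours at 28 °C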
* = called active by the depositor; · = no result given.

SMILES	RAM network inh	Efa HMGR inh	PMI act satM6P	TNAP inh hi DEA	PMI activator	Redox H2O2 prof	S1P3 antagonist	TNAP inh no acc	Hsp70 activator	Lmaj promast
COC(=O)c1ccccc1NC(=O)N[C@@H](C)C(=O)OC	·	0	1.1	-10	1.1	0.5	·	-8	-0.1	-2
CCc1cc(C(=O)c2ccc(C)cc2)c(NC(=O)CCl)s1	9.2*	1	1.2	8	1.1	0.2	15	-6	-0.5	88*
CCOc1ccc(/C=C2/SC(=O)NC2=S)cc1	2.4	-5	0.9	17	0.8	-0.5	13	-27	0.5	7
CCc1ccc(-n2c(SCC(=O)Nc3cccc(S(=O)(=O)NC4=NCCCCC4)c3)nc3ccccc3c2=O)cc1	5.5	-4	1	-6	1	0.0	4	-12	-0.6	18
Cc1nn(C)cc1/C=C1\SC(=S)NC1=O	2.1	0	1.1	-10	1.1	-1.4	·	-4	-0.2	-2
COC(=O)c1sccc1NC(=O)c1ccc2c(c1)OCO2	3.6	-2	1	-4	1	-0.2	·	-4	-0.1	-1
COc1cccc(NC(=O)Cc2nnc(SCC(=O)c3ccccc3)n2C)c1	3.3	0	1.9	-5	1.4	0.2	1	-2	-0.1	13
Cc1ccc(CSC2=NCCN2S(=O)(=O)c2ccccc2)cc1	-1.2	-2	0.9	2	0.9	0.1	-5	0	-0.4	100*
COc1ccc(/C=N/NC(=O)c2cc(-c3ccc(C)cc3C)nc3ccccc23)cc1COC(C)=O	6.0	-2	1	-4	0.9	-7.3	·	-4	-0.3	8
Cc1occc1-c1nnc(SCC(=O)Nc2ccccc2)n1Cc1ccccc1	0.7	-3	1	-4	1	0.7	-7	1	1.2	19
CSCC[C@@H](C(=O)O)N1Cc2ccccc2C1=O	0.5	3	1.2	-5	1.1	-1.5	-16	-13	·	-2
Cc1cc(C(=O)NCC(=O)OCC(=O)N(C2CCCCC2)C2CCCCC2)ccc1[N+](=O)[O-]	2.2	-1	0.9	-4	0.9	-0.2	3	5	-0.2	-5
COc1cccc(C2c3[nH]c4ccccc4c3CCN2Cc2ncc[nH]2)c1 (centres undefined)	2.4	-2	1	-3	1	-0.1	11	-14	-0.1	4
Cc1cc2c(cc1C)-c1c(ssc1=Nc1ccc(S(N)(=O)=O)cc1)C(C)(C)N2	8.1	-1	1	1	1	-0.2	2	-11	0.0	12
COc1ccccc1N(Cc1ccccc1)S(=O)(=O)c1cc(C(=O)O)ccc1Cl	2.6	3	1	2	1	-0.5	-10	-2	-0.1	-6
Nc1cc(F)ccc1N1CCCCCC1	0.7	2	1.1	0	1.4	-0.9	2	-7	-0.4	0
CN(C)c1ccc(C2N(c3ccc(Cl)cc3)C(=O)C3CCCN32)cc1 (centres undefined)	-0.3	-7	1	-5	1	-1.4	2	21	-0.3	0
N#Cc1c(-c2ccc3c(c2)OCO3)csc1N	-0.3	0	0.9	-7	0.9	0.6	5	-10	-0.4	-6
O=C(COC(=O)Cn1cnc2ccccc2c1=O)Nc1ccccc1Sc1ccc(Cl)cc1	5.8	-3	1	-2	0.8	-0.2	0	5	-0.2	69*
O=C(O)c1cc(=O)cc(C(=O)O)[nH]1	1.3	-1	0.9	-5	0.8	0.8	-30	-12	-0.2	-12
CCO[C@H]1OC(C(=O)O)=C[C@@H](C2CC2)[C@@H]1CCCO	-0.9	0	1.1	-8	1.1	-0.6	-11	-12	-0.3	-7
COc1cc(NC(=O)c2ccc([N+](=O)[O-])o2)ccc1NC(=O)c1cccs1	5.9	-1	1	5	1.1	-0.4	-16	2	0.0	100*
Cc1ccccc1C(=O)NC1CC2CCC(C1)N2Cc1ccccc1 (centres undefined)	1.1	0	1.1	-6	1	5.9	-9	-15	0.1	86*
CCOC(=O)c1sc(NC(=O)Cn2nnc3sc4c(c3c2=O)CCC(C(C)(C)C)C4)nc1C (centres undefined)	5.0	2	0.8	1	0.9	-0.1	10	-1	-0.2	-4

Individual results from above:
Redox H2O2 prof result of `N#Cc1c(-c2ccc3c(c2)OCO3)csc1N` is entered as 0.6
Hsp70 activator result of `COc1cc(NC(=O)c2ccc([N+](=O)[O-])o2)ccc1NC(=O)c1cccs1` is entered as 0.0
TNAP inh hi DEA result of `CCO[C@H]1OC(C(=O)O)=C[C@@H](C2CC2)[C@@H]1CCCO` is entered as -8
RAM network inh result of `Cc1cc2c(cc1C)-c1c(ssc1=Nc1ccc(S(N)(=O)=O)cc1)C(C)(C)N2` is entered as 8.1

(list continues)
SMILES	RAM network inh	Efa HMGR inh	PMI act satM6P	TNAP inh hi DEA	PMI activator	Redox H2O2 prof	S1P3 antagonist	TNAP inh no acc	Hsp70 activator	Lmaj promast
Cc1ccc(C(=O)NCCN2C3=NC[C@@H](Cc4ccccc4)N3C[C@H]2Cc2ccc(O)cc2)cc1Br	1.0	-7	1.1	-5	1	0.4	0	-3	-0.3	23
COc1cc2oc3ccccc3c2cc1N(CC(=O)N(C)C)S(=O)(=O)c1ccccc1	2.7	0	1	-2	1	0.1	·	-1	-0.2	15
O=C(COC(=O)CSc1ccc2ccccc2c1)NCc1ccc2c(c1)OCO2	4.8	3	1	3	0.9	-0.2	-3	-3	0.0	-8
Cc1cc(F)ccc1NCC(=O)Nc1ccccc1Br	-1.8	-6	1	6	1	0.3	-3	2	0.6	-3
CC1=C(C(=O)Nc2ccccc2C)C(c2cccnc2)n2nc(CCCO)nc2N1 (centres undefined)	0.4	-1	1	-4	0.9	0.5	2	-8	-0.1	-2
C[N+](C)(C)CCNC(=O)c1c(O)c2c([nH]c1=O)CCCC2	-0.1	-3	0.7	4	0.7	-3.0	-5	0	-0.4	-3
COc1cccc(CNC(=O)C2CCN(S(=O)(=O)N3CCC4(CC3)OCCO4)CC2)c1	0.0	5	1.1	-4	1.1	-0.1	8	-6	-0.1	-7
Cc1ccccc1-n1c(O)c(/C=N/N2CCCCC2c2cccnc2)c(=O)[nH]c1=O (centres undefined)	1.2	-1	0.8	3	0.9	-0.1	2	-8	-0.2	-3
COc1ccc(C)cc1NC(=O)C1CC(=O)N(CCc2ccccc2)C1 (centres undefined)	1.5	-5	0.9	-2	1	-0.9	-10	-4	-0.1	-8
O=C1Nc2ccccc2N2CCCC12 (centres undefined)	0.6	-8	1.8	1	1.2	-0.7	7	-29	-0.1	20
CS(=O)(=O)N1CCC(Oc2ccccc2C(=O)NCCCc2cccnc2)CC1	2.0	1	1	-4	1	-1.0	-2	-8	-0.3	3
Cc1ccc(C)c(N2CCN(C(=O)COc3cc(=O)n(C)c4ccccc34)CC2)c1	-0.3	-6	0.8	-2	1	-0.1	2	6	-0.2	11

Record cards, as listed above:
Listed for Cc1ccc(C)c(N2CCN(C(=O)COc3cc(=O)n(C)c4ccccc34)CC2)c1 = RAM network inh: -0.3; Efa HMGR inh: -6; PMI act satM6P: 0.8; TNAP inh hi DEA: -2; PMI activator: 1; Redox H2O2 prof: -0.1; S1P3 antagonist: 2; TNAP inh no acc: 6; Hsp70 activator: -0.2; Lmaj promast: 11
Listed for COc1cc2oc3ccccc3c2cc1N(CC(=O)N(C)C)S(=O)(=O)c1ccccc1 = RAM network inh: 2.7; Efa HMGR inh: 0; PMI act satM6P: 1; TNAP inh hi DEA: -2; PMI activator: 1; Redox H2O2 prof: 0.1; S1P3 antagonist: ·; TNAP inh no acc: -1; Hsp70 activator: -0.2; Lmaj promast: 15

Next section
SMILES	RAM network inh	Efa HMGR inh	PMI act satM6P	TNAP inh hi DEA	PMI activator	Redox H2O2 prof	S1P3 antagonist	TNAP inh no acc	Hsp70 activator	Lmaj promast
CCOc1ccc(Cc2noc3c2C(=O)CCC3)cc1OCC	2.6	1	0.9	-1	1	-0.7	-20	-10	1.5	0
O=C(Cn1cnc2sc(-c3ccccc3)cc2c1=O)NCc1ccccc1	1.3	-8	1.1	-6	1.1	0.2	·	-16	-0.3	-4
O=C(NCC(=O)N(c1cccnc1)C(C(=O)NC1CCCC1)c1ccccc1)c1ccco1 (centres undefined)	-0.2	-4	1.1	-2	1.1	-1.9	-13	-6	-0.1	2
O=C(O)c1ccc(NS(=O)(=O)c2ccc3c(c2)C2C=CCC2C(c2ccccc2F)N3)cc1 (centres undefined)	5.6	-1	1	-2	1.4	-0.2	-5	-8	-0.1	-11
COc1ccc(OCc2nnc(SCC(N)=O)n2N)cc1	0.5	-1	0.9	-12	1	0.0	·	-18	-0.4	-5
O=C(Cc1ccc(Cl)cc1)N/N=C/c1ccccc1	2.0	-5	·	-5	·	-0.7	-18	-7	0.0	-4
Cc1ccc(CNC(=O)N2CCN(C)CC2)cc1	-0.4	1	1.2	-8	1.1	-0.1	13	-4	-0.5	-8
CCOc1ccccc1NC(=O)Cc1coc2ccc(C)cc12	2.6	6	1	-5	0.9	0.1	-3	-14	-0.6	-6
O=C(c1ccccc1F)N1CCN=C1c1ccccc1	0.9	-5	1.1	-8	1.1	-0.5	2	-7	-0.2	-3
Cc1oc(-c2ccccc2)cc1C(=O)Nc1ccc(N(C)C)cc1	-0.5	-2	0.9	-4	0.9	-0.6	·	-1	0.0	4
COCc1nc2sc(C)c(C)c2c(=O)[nH]1	0.4	-9	1.1	-2	1	-0.6	·	-7	-0.2	-5
Cc1ccc(S(=O)(=O)N(CC(=O)N2CCN(c3ccccc3F)CC2)C2CCCCC2)cc1	1.5	-3	1	-5	1	0.1	·	-4	-0.1	97*
CSCC[C@H](NC(=O)OC(C)(C)C)c1nnc(SCc2ccc(F)cc2)o1	1.0	2	1	-3	1.1	-0.8	-13	-10	-0.2	36
O=C(CSc1nnnn1Cc1ccccc1)NCC(=O)c1ccccc1	-0.5	1	0.9	-5	0.9	1.2	-16	-17	0.1	-3
CCn1c(COc2cccc(OC)c2)nnc1SCC(=O)Nc1cc(OC)ccc1OC	-1.9	0	0.9	-2	0.9	-2.5	-7	-8	-0.1	26
CCOc1ccc(-c2nnc(-c3ccco3)o2)cc1OCC	2.5	-4	0.9	-6	0.9	1.8	-12	-14	0.4	13
CCC(Sc1ncccc1C(=O)O)C(=O)N1CCOCC1 (centres undefined)	2.1	-1	1	-2	1.1	1.9	-9	5	0.0	-3
CCOC(=O)C1=C(C)Nc2ccccc2N=C1NC(=O)/C=C/c1ccc(OC)cc1OC	3.7	-2	0.9	-5	0.8	-1.0	5	-14	-0.3	80*
CCN(CC)CCNC(=O)c1ccc(Cl)c(S(=O)(=O)Nc2ccccc2OC)c1	-0.7	-7	1.1	-4	1.1	1.6	·	4	-0.4	47

Screening results from PubChem.
